# Bioassay records deposited in PubChem by The Scripps Research Institute Molecular Screening Center.
# PAFAH1B3 FP inh: inhibitors of human PAFAH1B3; 0.28% of 340,000 active; recombinant PAFAH1B3, FP-rhodamine probe, fluorescence polarization; AID 492972; inhibition, % at 3.39 µM;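 active = inhibition above the screen-wide average of all tested compounds plus 3 SD, cut at about 25% in these data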;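 note: 0% = enzyme with DMSO only and 100% = wells lacking PAFAH1B3 protein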
# Target sequence (Q15102 whole entry, looked up): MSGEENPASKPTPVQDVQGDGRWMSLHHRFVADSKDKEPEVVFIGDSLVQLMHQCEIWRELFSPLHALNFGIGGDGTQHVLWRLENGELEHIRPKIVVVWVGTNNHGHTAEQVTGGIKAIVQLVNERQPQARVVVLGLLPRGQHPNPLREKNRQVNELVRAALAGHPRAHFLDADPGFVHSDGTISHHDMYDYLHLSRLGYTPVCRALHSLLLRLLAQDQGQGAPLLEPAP
# PAFAH2 FP inh: PAFAH2 (human) inhibition; Q99487; recombinant PAFAH2, FP-rhodamine activity probe, fluorescence polarization; inhibition, % at 3.39 µM; 0.99% of 340,000 active; AID 492956;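 active = inhibition above the mean over all tested compounds plus 3 SD, cut at about 30% in these data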;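 note: inhibitors block probe labeling of enzyme so polarization drops; 0% = enzyme with DMSO and 100% = wells lacking PAFAH2 protein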
# ZTA DNA inh: counter-screen for EBNA-1 inhibitors: inhibitors of Epstein-Barr virus ZTA. P03206. ZTA-DNA binding, fluorescence polarization. inhibition, % at 11 µM. 0.15% of 320,000 active. AID 2234; in the data active = inhibition above about 33%
# LYPLA1 counter: counter-screen for PME1 inhibitors: inhibitors of human LYPLA1; O75608; recombinant LYPLA1, FP-Rh probe fluorescence polarization; inhibition, % at 5.9 µM; 0.16% of 320,000 active; AID 2174;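 active = inhibition above the mean of all tested compounds plus 3 SD, set per campaign, cut at about 14% in these data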;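 note: inhibitors block serine hydrolase probe labeling of LYPLA1 so polarization falls; 0% = enzyme with DMSO and 100% = wells lacking LYPLA1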
# PREPL inhibitor: human PREPL enzyme inhibition | AID 2751 | recombinant PREPL, fluorescence polarization activity-based probe | inhibition, % at 5.96 µM | 0.68% of 320,000 active; in the data active = inhibition above about 43%;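 note: 0% = enzyme with DMSO and 100% = wells lacking enzyme; many of its hits are not listed in these tables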
# GSTO1 inh: blocks human GSTO1 in RBBP9 counter-screen. P78417. inhibition, % at 5.96 µM. recombinant GSTO1, activity-based probe fluorescence polarization. 1.1% of 300,000 active;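 active = inhibition above the campaign mean inhibition plus 3 SD, cut at about 35% in these data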;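 note: 0% = GSTO1-1 with DMSO and 100% = wells lacking GSTO1-1 enzyme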
# LYPLA2 counter: blocks human lysophospholipase 2, a PME1 counter-screen | inhibition, % at 5.9 µM | recombinant LYPLA2, FP-Rh probe fluorescence polarization | O95372 | 0.38% of 320,000 active;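 active = inhibition above the screen-wide mean plus 3 SD, limit set per campaign, cut at about 26% in these data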;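 note: 0% = LYPLA2 with DMSO and 100% = wells lacking LYPLA2 enzyme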
# PAD4 FP inh: PAD4 (human) enzyme inhibition; Q9UM07; 0.41% of 330,000 active; inhibition, % at 6.36 µM; AID 485272; recombinant PAD4, RCA probe fluorescence polarization;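 active = percent inhibition above a cutoff equal to the mean of all tested compounds plus 3 SD, cut at about 15% in these data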;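 note: 0% = PAD4 with RCA probe and DMSO and 100% = probe without PAD4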
# Target sequence (Q9UM07 whole entry, looked up): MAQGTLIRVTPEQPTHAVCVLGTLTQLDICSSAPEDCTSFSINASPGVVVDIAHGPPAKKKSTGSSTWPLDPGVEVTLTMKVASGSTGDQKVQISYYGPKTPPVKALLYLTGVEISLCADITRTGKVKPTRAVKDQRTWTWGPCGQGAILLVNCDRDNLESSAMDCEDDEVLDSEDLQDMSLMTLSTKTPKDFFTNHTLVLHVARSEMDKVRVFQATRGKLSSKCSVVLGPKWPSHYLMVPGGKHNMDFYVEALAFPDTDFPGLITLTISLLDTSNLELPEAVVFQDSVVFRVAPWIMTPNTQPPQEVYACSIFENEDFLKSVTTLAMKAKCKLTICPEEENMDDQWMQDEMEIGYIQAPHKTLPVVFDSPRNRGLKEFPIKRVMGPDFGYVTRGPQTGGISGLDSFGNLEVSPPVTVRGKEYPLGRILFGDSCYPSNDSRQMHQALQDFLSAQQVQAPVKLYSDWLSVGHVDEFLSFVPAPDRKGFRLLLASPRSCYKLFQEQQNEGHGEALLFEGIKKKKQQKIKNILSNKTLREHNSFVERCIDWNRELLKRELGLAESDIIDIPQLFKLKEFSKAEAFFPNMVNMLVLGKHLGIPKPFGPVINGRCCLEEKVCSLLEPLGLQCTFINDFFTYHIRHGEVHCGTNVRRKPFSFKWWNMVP
# EBNA-1 inh: blocks EBNA-1 binding to DNA. EBNA-1 DNA binding, fluorescence polarization. inhibition, % at 14.8 µM. AID 1950. 0.34% of 300,000 active; in the data active = inhibition above about 28%
# Starred values were filed as active, the others as inactive; . = no result given. These rows are one share of the data. The share of hits here may be higher or lower than overall.
SMILES	PAFAH1B3 FP inh	PAFAH2 FP inh	ZTA DNA inh	LYPLA1 counter	PREPL inhibitor	GSTO1 inh	LYPLA2 counter	PAD4 FP inh	EBNA-1 inh
COc1cc(CN2CCN(S(=O)(=O)c3ccccc3)CC2)cc(OC)c1OC	-5	-2	2	5	-3	-3	4	1	-3
COc1ccc(NC(=O)N2CCCC(C(=O)NCCc3ccccc3)C2)cc1 (configuration not stated)	1	-3	-10	0	16	2	2	-5	0
COc1ccc(N2CCN(C(=O)Cc3ccc(C)cc3)CC2)cc1	6	-3	-3	0	2	-1	-3	-6	4
COc1ccc2c(c1)CCc1c(C(=O)Nc3c(C)n(C)n(-c4ccccc4)c3=O)noc1-2	-4	-10	0	-5	11	-1	11	-4	-2
CC(C)C[C@H](NC(=O)c1nc[nH]c1C(=O)NC1CCNCC1)C(=O)OCc1ccccc1	-1	4	-19	-1	10	2	-1	-6	-4
CCOC(=O)/C(C#N)=N/Nc1ccccc1OC	10	-6	19	2	5	-2	-3	-4	9
CCOC(=O)C(C)N1N=C(/C=C/c2ccc(C)cc2)CCC1=O (configuration not stated)	8	6	10	0	-6	3	-2	-1	-1
O=C(/C=C/c1cccc([N+](=O)[O-])c1)OCC(=O)N1CCOCC1	6	5	4	-1	4	.	1	0	.
COc1cccc(Nc2nc3ccc(C(=O)c4ccccc4)cc3n3cnnc23)c1	-1	-7	-5	-2	42	2	-5	-1	-2
CCc1cc(-c2[nH]ncc2-c2ccc([N+](=O)[O-])cc2)c(O)cc1OC	2	5	1	-2	14	5	16	-2	-2
Cc1ccc(NC(=O)Cn2nc(C(F)(F)F)c3c2CCC3)cc1	4	-1	-9	-1	6	-2	1	-2	-7
CC(C)N(CCNC(=O)c1ccc(CS(=O)(=O)c2c(Cl)cccc2Cl)o1)Cc1ccccc1	-1	1	8	4	-17	-2	11	4	7
CCc1cc2c(=O)c(-c3cscn3)coc2c(CN(C)C)c1O	4	11	-4	4	22	-14	-1	-5	-3
Cc1c(C)c2c(OCC(=O)N3CCC(C(=O)O)CC3)cc3c(c2oc1=O)CCC(C)(C)O3	2	78*	0	-1	6	-10	6	9	-2
O=C(O)[C@@H]1CCCN1S(=O)(=O)c1cccc(S(=O)(=O)N2CCC[C@H]2C(=O)O)c1	-2	7	-6	3	6	-1	-1	-2	9

# Compounds listed so far containing a halogen, in the order listed:
SMILES	PAFAH1B3 FP inh	PAFAH2 FP inh	ZTA DNA inh	LYPLA1 counter	PREPL inhibitor	GSTO1 inh	LYPLA2 counter	PAD4 FP inh	EBNA-1 inh
Cc1ccc(NC(=O)Cn2nc(C(F)(F)F)c3c2CCC3)cc1	4	-1	-9	-1	6	-2	1	-2	-7
CC(C)N(CCNC(=O)c1ccc(CS(=O)(=O)c2c(Cl)cccc2Cl)o1)Cc1ccccc1	-1	1	8	4	-17	-2	11	4	7

# 3 entries from above, arranged by their value in EBNA-1 inh, rising.
Compound | EBNA-1 inh
CCc1cc2c(=O)c(-c3cscn3)coc2c(CN(C)C)c1O | -3
Cc1c(C)c2c(OCC(=O)N3CCC(C(=O)O)CC3)cc3c(c2oc1=O)CCC(C)(C)O3 | -2
O=C(O)[C@@H]1CCCN1S(=O)(=O)c1cccc(S(=O)(=O)N2CCC[C@H]2C(=O)O)c1 | 9

# Shown with each value named: entries from further up.
> CC(C)C[C@H](NC(=O)c1nc[nH]c1C(=O)NC1CCNCC1)C(=O)OCc1ccccc1
  PAFAH1B3 FP inh = -1; PAFAH2 FP inh = 4; ZTA DNA inh = -19; LYPLA1 counter = -1; PREPL inhibitor = 10; GSTO1 inh = 2; LYPLA2 counter = -1; PAD4 FP inh = -6; EBNA-1 inh = -4

> CCOC(=O)/C(C#N)=N/Nc1ccccc1OC
  PAFAH1B3 FP inh = 10; PAFAH2 FP inh = -6; ZTA DNA inh = 19; LYPLA1 counter = 2; PREPL inhibitor = 5; GSTO1 inh = -2; LYPLA2 counter = -3; PAD4 FP inh = -4; EBNA-1 inh = 9

# Next section:
SMILES	PAFAH1B3 FP inh	PAFAH2 FP inh	ZTA DNA inh	LYPLA1 counter	PREPL inhibitor	GSTO1 inh	LYPLA2 counter	PAD4 FP inh	EBNA-1 inh
CCCCC(=O)Nc1cccc(NC(=O)CC)c1	0	-5	5	4	-2	3	11	-1	9
CC(=O)OC1C2CCC1C([N+]1(C)CCCCC1)CC2 (configuration not stated)	1	1	7	1	-4	8	-1	-1	4
CCN(CC)c1ccc(NC(=O)CN2CCN(c3nc(C)cc(C)n3)CC2)cc1	3	3	8	2	11	8	11	2	-8
Nc1c([N+](=O)[O-])cc(-c2cnc[nH]2)cc1[N+](=O)[O-]	6	-1	8	-1	6	7	-6	2	21
COc1ccc(NS(=O)(=O)c2cc(NC(=O)c3cnccn3)ccc2OC)cc1Br	8	-3	-23	-1	3	5	2	-8	3
CCOC(=O)c1ccc(Nc2cc3ccccc3c(=O)[nH]2)cc1	6	15	-5	-4	36	2	1	-16	2
COC(=O)c1ccc(N)c(CS(=O)(=O)c2ccc(Cl)cc2)c1	8	-4	-12	3	2	5	-2	-6	-7
CN(C1CCS(=O)(=O)C1)S(=O)(=O)c1ccccc1 (configuration not stated)	8	3	3	2	-5	1	1	-2	-21
COC(=O)c1c(NC(=O)Cc2cccs2)sc(C(=O)N2CCCCC2)c1C	8	2	3	2	6	10	4	-4	-3
COc1cccc(N2CC(=O)N(NC(=O)CSc3nc(C)cc(C)c3C#N)CC2=O)c1	2	5	-5	2	13	-3	4	2	1
Cc1cccc(NC(=O)c2cc3n(n2)C(C(F)(F)F)CC(C2CC2)N3)c1C (configuration not stated)	15	0	-15	0	9	0	4	-1	8
O=C(COc1ccc2ccc(=O)oc2c1)Nc1c(Cl)cccc1C(F)(F)F	3	4	23	-5	-5	7	-3	0	4
O=C(Cc1ccc(Cl)cc1)NNC(=S)NC(=O)c1cccnc1	0	0	-14	-1	-3	-1	1	0	3
CC(C)CCNC(=O)c1cccc(S(=O)(=O)N2CCc3ccccc32)c1	6	-3	1	-1	-1	-3	-5	3	9
Cc1ccc(NC(=O)CSc2nccn2C)cc1S(=O)(=O)N1CCOCC1	5	1	-9	-1	-9	3	0	-1	5
NC(=O)c1nsc(C(=O)N(CC(=O)NC2CCCCC2)Cc2ccc(F)cc2)c1N	2	4	-14	1	16	3	-1	7	7
COC(=O)C1CCN(c2cc(=O)n(-c3ccc(OC)cc3)c(=O)[nH]2)CC1	-1	-11	-15	1	-2	-2	-3	-9	0
COc1ccccc1/C=N/NC(=O)c1[nH]c(C)c(C(=O)N/N=C/c2ccccc2OC)c1C	-2	1	9	-19	0	-4	-33	-2	-5
CC(C)CC(=O)Nc1nnn(C)n1	5	2	-9	3	2	1	1	-1	-8
O=C(CCNC(=O)c1ccccc1Cl)Nc1ccc(Cl)c(C(F)(F)F)c1	5	-12	14	-10	11	-6	-4	0	4
COc1ccc(Nc2nc3cc(C)ccc3cc2C#N)c(OC)c1	4	-5	-32	-4	11	3	-1	-4	-3
c1ccc2sc(Nc3nc4cc5c(cc4s3)OCO5)nc2c1	11	-4	4	-1	14	0	0	-2	7
CC(C)[C@H](NC(=O)OCc1ccccc1)C(=O)OCc1cc(=O)oc2cc(O)ccc12	3	-6	11	4	-34	0	4	-1	1
CC(C)N1CCN(Cc2cc3ccccc3[nH]2)CC1CCO (configuration not stated)	4	5	6	-1	14	2	-2	-3	3
CCOc1ccc(S(=O)(=O)N(C)c2ccc(OCC(=O)Nc3ccc4[nH]c(=O)[nH]c4c3)cc2)cc1	-6	-2	13	-4	8	2	-8	-4	-4
O=C(c1ccc(F)cc1)N(NC(=O)C(O)(c1ccccc1)c1ccccc1)c1ccccc1	6	1	-4	1	1	4	-5	-3	4
COc1ccccc1CNC(=O)CN(C)CC(=O)Nc1ccc(F)c(F)c1F	8	6	.	.	3	.	.	0	.
O=C(CCNC(=O)c1ccc(Cl)cc1)Nc1cccc(S(=O)(=O)N2CCCCCC2)c1	1	-3	12	-7	0	-2	-5	-3	-13
O=[N+]([O-])c1ccc(NCCCNS(=O)(=O)c2ccccc2)cc1	6	23	-5	-2	-56	-5	4	5	2
COc1ccc(COC(=O)N/C=C/c2ccco2)cc1	7	1	3	-2	12	8	-3	2	8

# Next section.
# The line under a structure holds: PAFAH1B3 FP inh	PAFAH2 FP inh	ZTA DNA inh	LYPLA1 counter	PREPL inhibitor	GSTO1 inh	LYPLA2 counter	PAD4 FP inh	EBNA-1 inh
- CCc1cc(C(=O)OCC(=O)N2CCC(c3ccccc3)=N2)sc1C
→ 1	12	-7	-3	1	-4	-1	-5	2
- O=C(c1ccco1)N1CCN(c2ccc([N+](=O)[O-])c(N3CCOCC3)c2)CC1
→ 9	3	24	-2	5	6	2	-2	2
- Cc1onc(-c2ccccc2)c1CNC(=O)Nc1cccc(Cl)c1
→ 3	0	-11	-4	5	1	-4	3	7
- CC1=C(C(=O)N(C)C)C(c2ccccc2OC(F)F)NC(=O)N1 (configuration not stated)
→ 1	-5	6	-1	-3	-1	-2	-7	9
- Cc1nc2cc(NS(=O)(=O)c3c(C)c(C)cc(C)c3C)ccc2s1
→ -1	-9	-4	-6	-7	0	3	2	4
- COCCCNC(=O)Cn1cc(C(=O)c2cccs2)c2ccccc21
→ 4	1	6	-1	-7	-3	3	-4	3
- O=C(Nc1ccc(F)cc1)c1ccc2c(=O)n(CC3CCCO3)c(=S)[nH]c2c1 (configuration not stated)
→ 3	-8	5	-2	-1	2	-3	-1	5
- Cn1cnc(S(=O)(=O)N2CCN(C(c3ccccc3)c3ccccc3)CC2)c1
→ 6	6	9	-2	5	7	-9	2	-19
- O=S(=O)(NCCc1ccccc1)c1ccccc1
→ 9	-3	7	3	-2	7	-2	-8	-6
- COc1ccc(-n2nc([N+](=O)[O-])c(=NCc3ccco3)n2O)cc1
→ -1	4	16	4	8	5	7	3	2
- CSc1sc(C)cc1C1C(C#N)=C(N)N(c2cccnc2)C2=C1C(=O)CC(C)(C)C2 (configuration not stated)
→ 4	-8	1	-1	-1	3	-2	-3	2
- CCOC(=O)c1c(CN(C)C)n(-c2ccccc2)c2cc(Br)c(O)cc12
→ 10	-5	-11	-3	16	10	-2	-4	-5
- CCn1c2nc(SCCN3CCOCC3)nnc2c2cc(C)cc(C)c21
→ 13	-8	2	-2	13	4	2	3	2
- CC(=O)NCc1ccc(C(=O)COC(=O)COc2ccccc2)s1
→ 10	1	7	0	4	.	-5	-6	.
- CCn1c(Cc2cccs2)nnc1SCC(=O)c1ccc(C)cc1
→ -1	3	1	-7	0	22	-4	-1	4
- COc1ccc(NC(=S)N2CCC(Cc3ccccc3)CC2)cc1OC
→ 1	-3	10	3	19	4	7	-2	14
- CCOC(=O)c1[nH]c(C)c(C(=O)OC(C)C(=O)Nc2ncc(Cl)cc2Cl)c1C (configuration not stated)
→ -1	-7	-1	1	-7	3	1	1	-7
- CN(C)S(=O)(=O)c1ccc(-n2cccc2)cc1
→ 10	-3	-20	2	5	7	4	-3	0
- CCOc1ccc(CNc2ccc3c(c2)nc(C)n3C)cc1
→ 14	1	3	1	9	0	0	-4	-5
